Compound activity as filed in PubChem BioAssay.
PfHsp40 yeast – compounds rescuing yeast from Plasmodium falciparum HSP40 toxicity; S. cerevisiae expressing PfHsp40, growth rescue, ATP luminescence; growth rescue, % at 12.5 µM; 0.68% of 340,000 active; AID 504582; in the data active means growth rescue above about 28%, passing the limit was not always enough; inconclusive means no clear call, values can overlap the other calls;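 further: yeast W303a lacking pdr1 and pdr3 grown in galactose medium; growth measured after three days at 30 °C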
Y pestis TopoI – blocks Yersinia pestis topoisomerase I activity. activity, % at 10 µM. Y. pestis Topo-I cleavage product accumulation, plate reader. 0.064% of 360,000 active; in the data active means activity above about 50%, passing the limit was not always enough; inconclusive means no clear call, values can overlap the other calls; further: inactives centre near 2
BoNT F protease – BoNT F light chain protease inhibition; Multiplex microsphere protease cleavage assay, flow cytometry; inhibition, % at 10 µM; 0.22% of 360,000 active; in the data active means inhibition above about 35%, passing the limit was not always enough; inconclusive means no clear call, values can overlap the other calls; further: plate controls were buffer without enzyme for full effect and enzyme alone for no effect
FadD28 FP inh – M. tuberculosis FadD28 bisubstrate binding inhibition. FadD28 bisubstrate probe binding, fluorescence polarization. inhibition, % at 12.5 µM. 0.22% of 360,000 active. AID 588549; in the data active means inhibition above about 8.5%, passing the limit was not always enough; inconclusive means no clear call, values can overlap the other calls
BoNT A protease – inhibitors of Botulinum neurotoxin A light chain protease | multiplex microsphere protease substrate cleavage, flow cytometry | inhibition, % at 10 µM | 0.17% of 360,000 active; further: plate controls were buffer without enzyme for full effect and enzyme alone for no effect
CCHFV vOTU inh – CCHFV vOTU protease inhibition; 0.55% of 370,000 active; Pep-AMC fluorescence; inhibition, % at 11.5 µM; in the data active means inhibition above about 30%; further: 0% = vehicle wells with enzyme and 100% = no enzyme wells
Anthrax LF inh2 – inhibitors of Bacillus anthracis lethal factor protease; AID 588501; inhibition, % at 10 µM; multiplex microsphere protease cleavage assay, LF; P15917; 0.12% of 360,000 active; further: plate controls were buffer without enzyme for full effect and enzyme alone for no effect
Target sequence (P15917 whole entry, looked up): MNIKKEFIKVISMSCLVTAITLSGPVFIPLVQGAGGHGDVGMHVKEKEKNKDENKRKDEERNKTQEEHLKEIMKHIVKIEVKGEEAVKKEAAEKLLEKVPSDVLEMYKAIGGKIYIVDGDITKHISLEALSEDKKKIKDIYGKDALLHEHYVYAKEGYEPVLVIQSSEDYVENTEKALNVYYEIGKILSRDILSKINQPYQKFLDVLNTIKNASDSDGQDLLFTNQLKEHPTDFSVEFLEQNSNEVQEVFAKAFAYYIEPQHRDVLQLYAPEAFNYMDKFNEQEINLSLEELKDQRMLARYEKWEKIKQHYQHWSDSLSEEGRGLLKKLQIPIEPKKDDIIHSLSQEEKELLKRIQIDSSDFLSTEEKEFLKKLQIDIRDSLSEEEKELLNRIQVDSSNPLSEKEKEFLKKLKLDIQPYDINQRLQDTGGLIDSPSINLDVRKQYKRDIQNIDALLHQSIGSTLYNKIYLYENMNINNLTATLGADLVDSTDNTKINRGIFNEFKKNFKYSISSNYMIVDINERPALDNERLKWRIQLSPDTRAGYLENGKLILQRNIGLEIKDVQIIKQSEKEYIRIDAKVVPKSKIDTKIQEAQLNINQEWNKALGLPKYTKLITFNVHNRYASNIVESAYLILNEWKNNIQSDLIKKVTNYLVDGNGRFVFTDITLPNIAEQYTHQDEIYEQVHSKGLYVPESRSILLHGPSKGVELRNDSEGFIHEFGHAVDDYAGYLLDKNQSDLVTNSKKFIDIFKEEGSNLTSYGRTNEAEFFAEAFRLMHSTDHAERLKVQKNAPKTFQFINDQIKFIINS
PrPC TRFRET – reduces human prion protein on the cell surface | P04156 | cell surface PrPC, TR-FRET read-out | inhibition, % at 13.8 µM | 0.43% of 370,000 active | AID 720596; in the data active means inhibition above about 24%; further: 0% = median of the test wells and 100% = reference compound wells
TcdB GH inh – TcdB glycohydrolase inhibition. P18177. TcdB glycohydrolase enzymatic assay, plate reader. inhibition, % at 9.99 µM. 0.24% of 350,000 active. AID 652162; in the data active means inhibition above about 10%
The depositor's hits bear a star; ? = inconclusive; / = not tested or not shown. Unless noted, no stated cut-off is given here; in the data, active means inhibition above about 30%; inconclusive means no clear call, values can overlap the other calls; inactive means below that.

Value order: PfHsp40 yeast	Y pestis TopoI	BoNT F protease	FadD28 FP inh	BoNT A protease	CCHFV vOTU inh	Anthrax LF inh2	PrPC TRFRET	TcdB GH inh
COc1cc(OC)cc(C(=O)OCC(=O)c2ccc(S(=O)(=O)N3CCCCC3)cc2)c1
    -1.4	-1	-8	0.0	-3.8	8	-4	1	-0.1
CC(C)C1Cc2c(sc(NC(=S)NC(=O)c3ccccc3)c2C#N)CO1 (stereo not drawn)
    -1.0	-7	-9	-0.1	-0.6	0	3	2	1.1
Cc1cc(OCC(=O)NC(Cc2ccc(Cl)cc2)C(=O)O)c2c3c(c(=O)oc2c1)CCCC3 (stereo not drawn)
    2.8	6	-10	-12	-0.3	-1	-10	3	6.9
COCCN(C(=O)COC(=O)C1=COCCO1)c1c(N)n(Cc2ccccc2)c(=O)[nH]c1=O
    -0.2	-7	-1	-2.9	0.8	9	-5	-3	1.9
Cc1ccc(S(=O)(=O)N2CCN(C(=O)c3cc4c(s3)CCCC4)CC2)cc1
    -1.2	4	0	-3.0	-2.6	4	-3	-3	-9.0
O=C(NCCCN1CCOCC1)C(=O)NCc1ccc(Cl)cc1
    -1.3	6	3	-1.2	-0.7	15	-2	4	0.6
CC1CCCCC12NC(=O)N(CC(=O)Nc1nccs1)C2=O (stereo not drawn)
    2.6	3	-5	-2.2	0.0	-4	-6	-6	-1.2
COc1ccc(CCNC(=O)CCn2c(=O)oc3ccccc32)cc1
    -1.5	6	-12	0.8	-0.4	9	-4	9	1.2
C#CC[N+](C)(C)CCCCCCCCCCCC
    -0.5	3	-3	-8.0	0.7	24	1	15	0.2
CN(NC1OC(=O)c2ccccc21)c1c([N+](=O)[O-])cc(C(F)(F)F)cc1[N+](=O)[O-] (stereo not drawn)
    0.0	-3	?	0.4	3.8	6	-1	-19	-1.8
Cc1ccc(C(=O)c2cc([N+](=O)[O-])ccc2N2CCCCC2)cc1
    0.7	15	1	-7.1	3.8	2	2	2	/
Cc1ccc(-n2nnnc2CNC(=O)c2ccc(Br)o2)cc1C
    -1.2	4	3	-1.3	1.0	17	2	-7	2.0
O=S(=O)(NCCSc1ccccc1)c1cccs1
    -0.5	12	-19	-0.1	?	0	?	11	/
OCCOCCn1c(CCNc2nc(-c3ccc(Cl)cc3)cs2)nc2cc(Cl)c(Cl)cc21
    -0.9	-11	-1	-5.7	-0.3	-2	4	-1	1.2
CC(NC(=O)CNC(=O)[C@@H]1Cc2ccccc2CN1)c1ccccc1 (stereo partly drawn)
    -0.9	-5	-1	-0.6	-1.1	0	2	0	0.8
O=C(Nc1cccc(F)c1)Nc1c[nH]c(=O)[nH]c1=O
    -0.9	-5	-12	0.4	-2.6	10	9	-6	-1.6
COc1ccc(-n2nnnc2C(c2cccs2)N2CCC3(CC2)C(=O)NCN3c2ccccc2)cc1 (stereo not drawn)
    /	/	-7	-2.6	-0.2	2	-3	4	0.2
COc1ccc(C(=O)c2c[nH]c3ccccc23)cc1
    21	-10	-15	-2.7	-0.1	27	-1	5	/
CCOc1ccc(CCN2C(=S)N([C@@H](Cc3ccc(O)cc3)CN3CCC[C@@H]3CN3C(=S)NC[C@@H]3Cc3ccccc3)C[C@@H]2Cc2ccccc2)cc1
    /	/	-9	-3.4	-1.6	14	-2	-9	0.5
Cc1cccc(N2CCN(S(=O)(=O)c3ccc4c(c3)C(C)(C)C(=O)N4C)CC2C)c1 (stereo not drawn)
    0.8	33	-1	-4.1	-0.7	14	2	4	0.3
Cc1ccn(CCNC(=O)C2CCC(=O)N(CCc3ccc(Cl)cc3)C2)n1 (stereo not drawn)
    -1.9	1	-1	-3.5	-0.5	0	-4	2	0.7
O=C(Cc1cccs1)Nc1nc(-c2ccc(F)cc2F)cs1
    ?	0	-9	-2.0	-5.8	11	-1	26*	/
O=C(OCC(=O)N1CCN(c2ccccc2)CC1)c1ccc([N+](=O)[O-])s1
    -0.2	-4	-5	0.1	-0.6	29	-7	-22	-1.3
O=C(Nc1nc(-c2ccc(S(=O)(=O)N3CCCC3)cc2)cs1)c1ccco1
    0.5	2	-6	-2.1	0.1	2	4	5	/
COC(CNC(=O)c1ccc(-n2c(=S)[nH]c3ccccc3c2=O)cc1)OC
    -1.0	-1	-2	-1.1	-0.9	1	-3	-14	-0.4
CC(C)CN(C(=O)CN1C(=O)NC(c2ccccc2)(c2ccccc2)C1=O)C1CCS(=O)(=O)C1 (stereo not drawn)
    0.8	4	3	-3.2	-0.6	10	2	1	-0.2
CN1C(=O)NC(c2ccc(O)cc2)C(C(=O)c2cccs2)C1(O)C(F)(F)F (stereo not drawn)
    -1.0	7	0	-1.0	0.0	8	4	4	2.5
COc1ccc(C(=O)NNC(=S)NC(=O)c2cccc([N+](=O)[O-])c2)cc1
    24	-5	?	-0.7	0.8	1	10	-7	4.7
CCc1cc(=O)oc2cc(OCC(=O)N3CCC(C(=O)O)CC3)ccc12
    -1.3	3	-4	-0.8	-0.7	1	-1	9	0.1
c1ccc(-c2ccc(OCCN3CCOCC3)cc2)cc1
    -1.4	13	-21	-3.2	2.0	-7	2	11	1.2
CN(C)CCCNC(=O)c1ccc2[nH]c3ccccc3c2c1
    0.9	-10	-5	-1.4	0.3	-19	-13	-7	/
CC(C)(C)c1ccc(NC(=O)c2ccc3c(c2)S(=O)(=O)c2ccccc2C3=O)cc1
    1.3	-1	13	-3.7	0.1	-5	-9	0	1.0
O=C(COC(=O)c1cccc(N2C(=O)c3ccccc3C2=O)c1)Nc1ccccc1
    -0.2	31	5	-3.3	-0.3	-6	0	0	0.4
O=C(CNC(=S)N(Cc1ccccc1)Cc1cccnc1)NCCN1CCOCC1
    -0.9	2	0	-2.6	0.4	15	1	3	-1.6
CCOC(=O)c1ccc(NS(=O)(=O)c2c(C)n[nH]c2C)cc1
    0.2	0	?	-1.8	?	3	?	6	0.7
COc1ccccc1CCC(=O)OC(C)C(=O)Nc1c(C)n(C)n(-c2ccccc2)c1=O (stereo not drawn)
    -0.9	2	/	-2.7	/	1	/	-1	-2.0
CCS(=O)(=O)c1ccc2oc(SCC(=O)N3CCCCC3)nc2c1
    8.6	1	-1	-3.6	-0.6	-7	-4	1	2.0
O=C(CNc1cccc(F)c1)N1CCc2ccccc2C1
    0.8	10	-10	-1.9	1.5	-8	0	-1	0.9
COc1ccccc1/C=C1\SC(=S)N(NS(=O)(=O)c2ccc(C)cc2)C1=O
    32*	3	-6	-2.0	-1.6	36*	-3	-3	1.9
CN1C(=O)C(Cc2nc3ccccc3c(=O)n2-c2ccccc2)c2ccccc21 (stereo not drawn)
    -1.4	16	2	-3.1	?	0	-1	-13	/
Cc1cccc(N(CC(=O)NCCSc2ccccn2)S(=O)(=O)c2ccccc2)c1
    0.0	25	5	-1.2	0.2	9	-3	-1	/
C/C(CC(=O)Nc1ccc(F)cc1)=N\NC(=O)COc1ccccc1
    0.2	1	4	-3.4	-0.1	2	-1	3	/
CN(C)c1cccc2c1C(=O)c1ccccc1C2=O
    1.0	-14	-5	1.6	-0.7	1	-1	-65	0.2
Cc1ccc(CN2CCCN(Cc3ccc(C)cc3)S2(=O)=O)cc1
    7.2	5	14	-3.0	-0.1	10	-5	0	0.1
CN1CCC(N(C)S(=O)(=O)c2ccc(NC(=O)COc3ccc(F)cc3Cl)cc2)CC1
    -0.5	-6	-11	-4.4	2.4	-1	-4	-10	1.6
CCc1c(C)nc(SCC(=O)NC2CCCC2)[nH]c1=O
    -1.1	5	15	-1.8	2.9	-3	-1	-3	0.4
CC(C)Oc1ccc(Cl)cc1Nc1nc(NCCO)nc(N2CCCC2)n1
    -2.8	30	0	-3.1	-0.3	4	1	1	0.4
O=c1ccc(=O)n(-c2ccccc2)[nH]1
    1.7	8	?	-0.5	?	-10	4	-6	-0.1
CCCC(c1nnnn1CS(=O)(=O)c1ccc(C)cc1)N1CCN(C2CCCC2)CC1 (stereo not drawn)
    -0.7	12	-20	0.6	-1.7	4	-12	-5	1.2
CC(C)c1ccc([C@@H]2O[C@H](CCc3ccccc3)CC3=C2C(=O)OC(C)(C)O3)cc1
    /	/	-2	/	0.9	9	-3	-2	0.3
COc1ccc(NC(=O)Nc2cccc3c2O[C@H](CN(C)S(=O)(=O)c2c(C)noc2C)[C@@H](C)CN([C@H](C)CO)C3=O)cc1
    -0.3	18	1	-1.5	0.1	6	-5	6	2.1
CC(=O)Nc1cccc(C(=O)OCc2ccccc2)c1
    0.3	-3	-9	-1.2	-0.6	1	-1	-2	/
Cn1c(-c2ccccc2)c(/C=N/NC(=O)c2cccnc2)c2ccccc21
    -0.6	25	-10	0.0	0.7	1	0	5	-0.1
CN(C)C(=O)N1CCC(C(=O)NCc2cccs2)CC1
    1.1	2	-9	0.9	-0.5	11	-1	-6	1.3
COC(=O)CN(C(=S)Nc1ccc(Cl)cc1)C1CC(=O)N(c2ccc(OC)cc2)C1=O (stereo not drawn)
    0.7	0	1	-2.8	0.8	-8	-1	3	/
COc1ccc(CNC(=O)CN2CCC(n3nnc4cc(F)ccc43)CC2)cc1
    -0.6	0	-4	-4.8	0.1	5	-2	3	/
COc1ccc(CC(=O)N2CCC(c3ccccc3)C2)cc1 (stereo not drawn)
    0.7	9	-2	-2.4	-0.7	8	1	10	1.5
CN(C(=O)COC(=O)c1ccc2c(c1)OCCO2)c1ccccc1
    -0.7	-1	-4	-0.9	-0.1	5	0	4	0.2
Cc1ccc(-c2cc3nc(C)cc(C)n3n2)cc1
    -0.5	-6	-4	-3.0	-0.1	-11	-2	0	1.5
CC(=NNC(=S)N1CCCCC1)c1ccccn1
    /	4	73*	-2.3	28	-4	87*	3	0.5
Cc1ccc(NC(=O)CN2C(=O)NC(C)(CC(C)C)C2=O)cc1F (stereo not drawn)
    -0.7	-9	6	-3.4	0.4	7	0	0	3.8
N#CCCN(C(=O)COC(=O)c1ccc(S(=O)(=O)N2CCCCCC2)cc1)c1ccccc1
    0.8	38	-2	-2.5	2.0	-3	5	0	2.4
COc1ccc(Cl)cc1NC(=O)CCS(=O)(=O)c1ccc(C)cc1
    -3.0	5	6	2.1	3.7	-3	0	1	2.2

Entries of single compounds from above. Values in the order: PfHsp40 yeast	Y pestis TopoI	BoNT F protease	FadD28 FP inh	BoNT A protease	CCHFV vOTU inh	Anthrax LF inh2	PrPC TRFRET	TcdB GH inh
`CN1C(=O)C(Cc2nc3ccccc3c(=O)n2-c2ccccc2)c2ccccc21` (stereo not drawn) in the list: -1.4	16	2	-3.1	?	0	-1	-13	/
`Cc1ccc(CN2CCCN(Cc3ccc(C)cc3)S2(=O)=O)cc1` in the list: 7.2	5	14	-3.0	-0.1	10	-5	0	0.1
`CC(C)Oc1ccc(Cl)cc1Nc1nc(NCCO)nc(N2CCCC2)n1` in the list: -2.8	30	0	-3.1	-0.3	4	1	1	0.4
`COc1ccc(CNC(=O)CN2CCC(n3nnc4cc(F)ccc43)CC2)cc1` in the list: -0.6	0	-4	-4.8	0.1	5	-2	3	/

Reprinted at random: four entries already listed, in no set order.
Value order: PfHsp40 yeast	Y pestis TopoI	BoNT F protease	FadD28 FP inh	BoNT A protease	CCHFV vOTU inh	Anthrax LF inh2	PrPC TRFRET	TcdB GH inh
COc1ccc(Cl)cc1NC(=O)CCS(=O)(=O)c1ccc(C)cc1
    -3.0	5	6	2.1	3.7	-3	0	1	2.2
Cc1cccc(N(CC(=O)NCCSc2ccccn2)S(=O)(=O)c2ccccc2)c1
    0.0	25	5	-1.2	0.2	9	-3	-1	/
COc1ccccc1CCC(=O)OC(C)C(=O)Nc1c(C)n(C)n(-c2ccccc2)c1=O (stereo not drawn)
    -0.9	2	/	-2.7	/	1	/	-1	-2.0
CCS(=O)(=O)c1ccc2oc(SCC(=O)N3CCCCC3)nc2c1
    8.6	1	-1	-3.6	-0.6	-7	-4	1	2.0

Rows were taken by chance. Share with any hit: about 2.3%.
